Screens deposited in PubChem by National Center for Advancing Translational Sciences (NCATS).
HEK cytotox: kills HEK 293 cells. Potency, µM (series often up to 115 µM), without a hit: at the highest dose activity change, negative = cytotoxicity, actives largely listed as inhibitors. HEK 293 viability, ATP luminescence (CellTiter-Glo), 48-72 h. actives 6.6% (n = 94,000); further: potency means the concentration at half of the fitted maximal effect; nearly all actives have a fitted effect of over 60% in size
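HEK 293 seeded at 250 cells/well receive compound via pintool. After 48 or 72 hr at 37 degree Celsius, 5% CO2 and 95% humidity, CellTiter-Glo is dispensed and luminescence read following 10 min at room temperature.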
SNCA viab count: counter-screen for SNCA expression inhibitors: cell viability. actives 0.12% (n = 150,000). AID 1671193. Potency, µM (titrated, usually from 57.1 µM), for the others: at the top dose activity change, negative = cytotoxicity, usual class: cytotoxic. HEK-293-SNCA-luc viability, GF-AFC fluorescence, 24 h;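 further: potency means the concentration at half of the fitted maximal effect; 0% = DMSO-treated cells and -100% = medium-only wells without cells; nearly all actives have a fitted effect of over 30% in size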
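Cytotoxicity counterscreen: after 24 h compound treatment of genome-edited SNCA-luciferase HEK-293 cells, live-cell protease substrate GF-AFC read by fluorescence after 30 min; activity scaled between DMSO (0%) and medium-only (-100%), curves Hill-fitted.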
NIH3T3 tox: NIH 3T3 cell cytotoxicity; NIH 3T3 viability, CellTiter-Glo ATP luminescence, 48-72 h; Potency, µM (doses to about 96.7 µM), without a hit: top-dose activity change, negative = cytotoxicity, actives largely listed as inhibitors; actives 4.3% (n = 94,000); AID 1345082; further: potency means the concentration at half of the fitted maximal effect; nearly all actives have a fitted effect of over 55% in size
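Cytotoxicity is measured as loss of cellular ATP: NIH 3T3 cells (400/well) are exposed to compound for 48 or 72 hr at 37 °C, then CellTiter-Glo luminescence is imaged after 10 min at room temperature.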
SNCA expr inh: SNCA gene expression inhibition; HEK-293 SNCA-luciferase knock-in, luminescence, 24 h; Potency, µM (highest dose often 57.2 µM), inactives show at the top dose activity change, negative = inhibition, usual class: inhibitors; actives 0.17% (n = 140,000); AID 1671194;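 further: potency means the concentration at half of the fitted maximal effect; plate controls were DMSO cells for no effect and cell-free wells for full effect; nearly all actives have a fitted effect of over 45% in size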
GPT2 inhibitor: inhibitors of human GPT2 alanine aminotransferase. Recombinant GPT2, coupled pyruvate oxidase/HRP Amplex Red fluorescence. AID 1671188. Potency, µM (doses to about 57.7 µM), without a hit: at the highest dose activity change, negative = inhibition, actives largely listed as inhibitors. Q8TD30. actives 0.25% (n = 100,000); further: potency means the concentration at half of the fitted maximal effect; nearly all actives have a fitted effect of over 60% in size; many of its hits are not listed in these tables
Target sequence (Q8TD30 whole entry, looked up): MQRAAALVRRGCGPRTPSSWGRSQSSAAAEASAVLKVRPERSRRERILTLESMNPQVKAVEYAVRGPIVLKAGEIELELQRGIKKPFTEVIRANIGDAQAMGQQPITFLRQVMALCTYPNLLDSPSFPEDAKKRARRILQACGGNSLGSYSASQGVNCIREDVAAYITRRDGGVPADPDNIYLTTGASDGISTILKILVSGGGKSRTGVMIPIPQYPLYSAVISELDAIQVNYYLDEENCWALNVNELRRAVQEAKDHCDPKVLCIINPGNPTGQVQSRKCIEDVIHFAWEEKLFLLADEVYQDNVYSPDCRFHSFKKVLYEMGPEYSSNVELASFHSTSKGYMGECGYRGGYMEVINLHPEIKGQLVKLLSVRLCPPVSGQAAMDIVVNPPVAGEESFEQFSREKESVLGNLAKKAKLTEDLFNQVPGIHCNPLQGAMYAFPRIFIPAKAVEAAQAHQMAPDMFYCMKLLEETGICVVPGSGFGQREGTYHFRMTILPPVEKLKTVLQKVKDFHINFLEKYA
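Inhibition is scored from Amplex Red fluorescence generated when pyruvate oxidase and HRP act on pyruvate released by GPT2. Reactions contain 10ng/uL enzyme, 250uM a-KG and 2mM L-alanine and run 30 min at room temperature.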
FLuc inh: inhibitors of firefly (Photinus pyralis) luciferase; purified P. pyralis luciferase, luminescence, biochemical; P08659; Potency, µM (series often up to 115 µM), for the others: top-dose activity change, negative = inhibition, hits mostly inhibitors; actives 2.5% (n = 76,000); further: potency means the concentration at half of the fitted maximal effect; nearly all actives have a fitted effect of over 65% in size
Target sequence (P08659 whole entry, looked up): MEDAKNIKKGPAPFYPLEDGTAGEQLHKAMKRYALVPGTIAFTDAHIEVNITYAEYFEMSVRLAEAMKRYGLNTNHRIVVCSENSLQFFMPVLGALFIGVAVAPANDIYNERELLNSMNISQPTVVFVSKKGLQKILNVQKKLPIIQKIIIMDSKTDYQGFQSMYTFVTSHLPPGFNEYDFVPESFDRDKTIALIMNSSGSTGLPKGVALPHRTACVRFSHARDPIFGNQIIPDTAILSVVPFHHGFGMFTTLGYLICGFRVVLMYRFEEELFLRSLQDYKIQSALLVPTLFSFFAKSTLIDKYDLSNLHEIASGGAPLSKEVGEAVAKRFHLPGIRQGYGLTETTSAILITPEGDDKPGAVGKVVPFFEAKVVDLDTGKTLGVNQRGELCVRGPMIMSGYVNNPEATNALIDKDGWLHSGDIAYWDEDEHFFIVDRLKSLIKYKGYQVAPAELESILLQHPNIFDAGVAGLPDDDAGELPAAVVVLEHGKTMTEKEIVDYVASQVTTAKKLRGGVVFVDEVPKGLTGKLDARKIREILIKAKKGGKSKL
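Purified 10nM P. pyralis luciferase with 10uM D-luciferin and 10uM ATP in 50mM Tris acetate pH 7.5, 10mM Mg acetate, 0.01% Tween-20, 0.05% BSA. qHTS titration; luminescence read by CCD imager.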
IP6K1 inhibitor: inhibitors of human IP6K1; activity change, % (series mostly up to about 58 µM); actives 0.81% (n = 140,000); IP6K1 kinase, ADP-Glo luminescence, 2 h; stronger effect = lower value; Q92551; in the data active means activity change below about -25%
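ADP-Glo luminescence measures ADP made by human IP6K1 during a 2 h RT reaction with ATP/IP6 (mix at 1.3 mM/130 uM); top library doses 57.5 and 19.1 uM final.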
Starred values were filed as active, the others as inactive; i = inactive; ? = inconclusive; . = no result given; [ ] = another dose, or the depositor's remark. Unless noted, the call rests on the fitted dose curve; in most records, active means well fitted curve in the direction sought with a large enough effect; inconclusive means small, poorly fitted or top-dose-only effect, or another doubt; inactive means no such curve, though single readings can be large; an effect the other way counts as inactive or inconclusive. Unless noted, on the % scale 0 is the no-effect control and ±100 the full control effect. An excerpt; the hit share may differ from the screen's.

SMILES | HEK cytotox | SNCA viab count | NIH3T3 tox | SNCA expr inh | GPT2 inhibitor | FLuc inh | IP6K1 inhibitor
Cc1nnc([C@@H]2CC(F)(F)CN2C(=O)c2nccc3ccccc23)o1 | -8% | 4% | i | 8% | i | 4% | 0
COc1ccc(NC(=O)C2CCN(c3nc(-c4ccc(OC)c(OC)c4)no3)CC2)cc1Cl | . | 13% | . | 5% | . | . | -23
C=CCCC(CN1CCCC1)Oc1ccc(C(=O)N2CCCC2)cn1 (centres undefined) | -2% | 0% | i | -2% | i | 0% | -9
O=C(NCc1nnc2ccc(-c3ccccc3)nn12)c1ccc(F)c(F)c1 | -3% | ? | -11% | ? | i | 0% | -4
Cc1c(Cl)cccc1NC(=O)c1ccc2nc(C(C)C)oc2c1 | . | 0% | . | 86%[activator] | . | . | 2
Nc1nc(-c2ccccc2)c(Br)c(=O)[nH]1 | . | 6%[23.9 µM] | . | 27%[25.6 µM] | 0% | . | -11
O=C1CC(c2ccccc2)N(C(=O)CNC(=O)c2cccnc2)CCCCCN1 (centres undefined) | 4% | 5% | -11% | 15% | -1% | -13% | -2
O=c1[nH]c2ccc(NCc3ccc(-c4cccc(Cl)c4)o3)cc2[nH]1 | . | -2% | . | ? | . | . | -11
CCc1ccccc1S(=O)(=O)N1CCC(N(C(=O)COC)C2CCOCC2)CC1 | -7% | ? | -8% | -20% | i | 6% | 4
O=C(NCc1ccccc1)Nc1cnc2c(c1)CCC2 | ? | 1% | -11% | 103%[activator] | ? | . | 10
COCC(=O)N1CCN2C(=O)c3cc(-c4ccc(OC)cc4)ccc3NC(=O)[C@H]2C1 | -16%[172 µM] | -1%[87.6 µM] | -3%[174 µM] | 7%[87.6 µM] | ? | -17%[172 µM] | 5
Cc1cc(C)c(C(=O)N(CC2CCN(C3Cc4ccccc4C3)CC2)CC2CCCO2)o1 (centres undefined) | -19% | 2% | -10% | ? | i | 4% | 0

Only SNCA viab count, HEK cytotox and NIH3T3 tox, for some of the entries so far:
compound | SNCA viab count | HEK cytotox | NIH3T3 tox
COc1ccc(NC(=O)C2CCN(c3nc(-c4ccc(OC)c(OC)c4)no3)CC2)cc1Cl | 13% | . | .
C=CCCC(CN1CCCC1)Oc1ccc(C(=O)N2CCCC2)cn1 (centres undefined) | 0% | -2% | i

The results go on.
SMILES | HEK cytotox | SNCA viab count | NIH3T3 tox | SNCA expr inh | GPT2 inhibitor | FLuc inh | IP6K1 inhibitor
CN(C)c1ccc(CNS(=O)(=O)c2ccc(-c3cc(C(F)(F)F)on3)s2)cc1 | . | -2% | . | 4% | . | . | 18
Cc1cccc(NC(=O)N2CCC(Cc3nncn3CC3CC3)CC2)c1 | i | -9% | ? | 15% | -2% | . | -8
CCCS(=O)(=O)N1CCC(N2CC(OC)C23CCOCC3)CC1 (centres undefined) | ? | 2% | -8% | 4% | i | 3% | 33
Cc1nnc([C@@H]2CC(F)(F)CN2S(=O)(=O)c2cccc(F)c2)o1 | -2% | 9% | -4% | 16% | i | -4% | 1
CC(=O)N1Cc2ccccc2CC2(CCN(C)CC2)C1 | -6%[172 µM] | 5%[87.6 µM] | 3%[138 µM] | 26%[87.6 µM] | i | . | 17
Cc1cnc(C(=O)N[C@@H]2CCC[C@@H]2C(=O)N2CCC(Cc3ccccc3)CC2)cn1 | ? | -17% | -25% | 12% | 1% | 8% | 19
COc1ccc(NC(=O)CSc2nc3nc(C)cc(C)n3n2)cc1OC | . | -10% | . | -8% | . | . | 9
COc1cccc(-c2ccc(NC(=O)C3CCCN(C(=O)CC(F)(F)F)C3)cc2)c1 (centres undefined) | ? | -6% | ? | 33%[activator] | -1% | ? | 14
COc1ccc(OC(=O)N(CC(=O)O)Cc2ccc(OCCc3nc(-c4ccccc4)oc3C)cc2)cc1 | . | -22%[23.9 µM] | . | -32%[25.6 µM] | i | . | 14
CC(C)c1ccc(NC(=O)CN2C(=O)COc3ccc(S(=O)(=O)N4CCCCCC4)cc32)cc1 | . | -11% | . | -25% | . | . | 42
O=C(c1ccccc1)N1CCc2sc(C(=O)N3CCN(c4ccccn4)CC3)cc2C1 | ? | -5% | -18% | -20% | 1% | 7% | 0
CC(C)C(=O)Nc1ccc(C2(C(=O)NCc3cccnc3)CCCCC2)cc1 | 12% | -4% | i | 2% | i | 13% | -9

Taken from above (2 entries):
SMILES | HEK cytotox | SNCA viab count | NIH3T3 tox | SNCA expr inh | GPT2 inhibitor | FLuc inh | IP6K1 inhibitor
CN(C)c1ccc(CNS(=O)(=O)c2ccc(-c3cc(C(F)(F)F)on3)s2)cc1 | . | -2% | . | 4% | . | . | 18
Cc1cccc(NC(=O)N2CCC(Cc3nncn3CC3CC3)CC2)c1 | i | -9% | ? | 15% | -2% | . | -8

New compounds follow
SMILES | HEK cytotox | SNCA viab count | NIH3T3 tox | SNCA expr inh | GPT2 inhibitor | FLuc inh | IP6K1 inhibitor
COC(=O)c1cc(N2CCC(C(C)N3CCN(C)CC3)CC2)ncn1 (centres undefined) | 1% | 1% | 4% | 13% | -4% | 1% | 11
COc1ccccc1N1CCN(CC[C@H]2CN(C(=O)NC(C)C)CC[C@H]2CC(=O)O)CC1 | i | 19% | i | 60%[activator] | i | -1% | -11
COCCC1(NC(=O)C2CC2)CCN(S(C)(=O)=O)CC1 | -2% | -3% | -12% | -12% | -9% | 0% | 12
O=S(=O)(NCC1CN(CC2CC2)CC12CCCCC2)c1ccccc1 (centres undefined) | ? | 2% | ? | -3% | i | . | 20
O=C([C@@H]1C[C@H](F)CN1S(=O)(=O)c1ccc(F)c(F)c1)N1CCCCC1 | -4% | 1% | -23% | -10% | -3% | 6% | -2
CCOc1ccc(CCNC(=O)c2nnc(Cc3cc(OC)c(OC)c(OC)c3)o2)cc1OCC | . | 5% | . | 7% | . | . | 21
COc1cc(N2C(=O)CSC23C(=O)N(Cc2ccc(C)cc2)c2ccccc23)cc(OC)c1OC (centres undefined) | . | -19% | . | 8% | . | . | 4
CNC(c1ccccc1)c1ccccc1 | 5%[172 µM] | 2%[87.6 µM] | i | 17%[87.6 µM] | -7%[88.5 µM] | . | -1
COCC1CN(C(C)=O)CC12CCN(C(=O)CCc1cccc(OC)c1)CC2 (centres undefined) | i | 2% | i | 6% | -2% | 0% | -4
CCOC(=O)c1c(C)sc(-c2c(-c3ccc4c(c3)OCCO4)[nH]c3c2c(=O)[nH]c(=O)n3C)c1O | . | -17% | . | -22% | . | . | 7
O=C(NCCc1ccc(F)cc1)c1ccc2nnc(-c3ccc(Cl)cc3)n2c1 | ? | -14% | ? | -5% | 2% | . | -2
COc1cccc(CN2CCc3nc(C(C)C)nc(-c4ccc(O)cc4)c3CC2)c1 | ? | -6% | ? | -12% | i | 9% | 3
CN(C(=O)CSc1nnc(-c2ccc([N+](=O)[O-])cc2)o1)c1ccccc1 | . | -2% | . | -7% | . | . | 20
COc1cccc(CN2CCCC(c3nc(-c4cccnc4)no3)CCNC(=O)CC2)c1OC (centres undefined) | ? | 0% | -24% | -4% | i | 3% | 11
COCCCNC(=O)c1ccc2nnc(-c3ccc([S+](C)(=O)[O-])cc3)n2c1 | 1% | -2% | -24% | 21% | i | . | 8
CO[C@H]1C(=O)N(C(C)C)[C@H]1C1CCN(S(=O)(=O)c2cccc3cccnc23)CC1 | -2% | 2% | -12% | 9% | -1% | . | 30
Cc1noc(C)c1-c1cc2cc(C(C)C)oc2c(-c2ccnn2C)n1 | ? | -1%[87.6 µM] | ? | 18%[87.6 µM] | ? | -7%[172 µM] | -22
COCC(=O)N1CCCC(C(=O)N2CCCC(c3nc4ncccc4[nH]3)C2)C1 (centres undefined) | -2% | 8% | -14% | 2% | 4% | . | 17
Cc1ccccc1C(=O)N1CCC(N2C(=O)c3c(c(C)nn3-c3ccccc3)C2C2CC2)C1 (centres undefined) | 28µM* | . | ? | . | . | . | -3
Cc1ccc(NS(=O)(=O)c2c(C)nc3sc(C)cn3c2=O)c(C)c1 | . | 5% | . | 3% | . | . | -7
O=C(CN1C(=O)C2(CCCCC2)C1c1ccccc1)NC1CCCC1 (centres undefined) | 2% | -2% | -5% | -17% | -2% | . | -12
O=C(c1ccc(C(F)(F)F)cc1)N1CCN(c2ccc3nnc(-c4ccccc4)n3n2)CC1 | -10% | . | -16% | . | . | . | 4
Cc1c(CCC(=O)N2CCCCC2)c(=O)oc2cc3occ(C(C)(C)C)c3cc12 | . | 0% | . | ? | . | . | -7
CC(C)(C)[N+]([O-])=Cc1ccc(S(=O)(=O)O)cc1S(=O)(=O)O | . | 3% | . | 24% | i | . | .

Whole records, quoted from the list.
Profile of O=C(c1ccc(C(F)(F)F)cc1)N1CCN(c2ccc3nnc(-c4ccccc4)n3n2)CC1 → HEK cytotox = -10%; SNCA viab count = .; NIH3T3 tox = -16%; SNCA expr inh = .; GPT2 inhibitor = .; FLuc inh = .; IP6K1 inhibitor = 4
Profile of Cc1ccc(NS(=O)(=O)c2c(C)nc3sc(C)cn3c2=O)c(C)c1 → HEK cytotox = .; SNCA viab count = 5%; NIH3T3 tox = .; SNCA expr inh = 3%; GPT2 inhibitor = .; FLuc inh = .; IP6K1 inhibitor = -7

Next results.
SMILES | HEK cytotox | SNCA viab count | NIH3T3 tox | SNCA expr inh | GPT2 inhibitor | FLuc inh | IP6K1 inhibitor
Cc1ccc(Cn2ccnc2SCC(=O)NCc2ccccc2Cl)cc1 | . | -1% | . | 20% | . | . | -15
COc1ccc(OCC2(C)COc3ccc(C(=O)NCC(C)C)cc3N2)cc1 (centres undefined) | ? | -1%[87.6 µM] | ? | ? | 2%[88.5 µM] | -10%[172 µM] | -1
COc1ccc(CN2CCC3(Cc4ccccc4CNC3=O)C2)c(O)c1 (centres undefined) | ? | 7% | -15% | -5% | i | . | -18
CCc1cc(=O)n(CC(=O)Nc2ccc3c(c2)OCO3)c(-c2cccc(F)c2)n1 | ? | -7% | -17% | -3% | -1% | 0% | 3
Cc1cnc(C2CCOCC2)n1C1CCCN(C(=O)c2cn(C)cn2)C1 (centres undefined) | -5% | -5% | -9% | -6% | i | 3% | -7
CCOc1ccc(OCC)c(NC(=O)C2CCCN(S(=O)(=O)c3ccc(C)cc3)C2)c1 (centres undefined) | . | -7% | . | ? | . | . | 9
CCS(=O)(=O)N1CCCN(S(=O)(=O)c2ccccc2)CCC(=O)NCC1 | i | 3% | 0% | -10% | 2% | -3% | 7
O=C(NC1CCCC1)N1CCC(OC2CCN(Cc3ccccc3)CC2)CC1 | 9% | 1% | i | -4% | i | 5% | -4
CC(C)CNc1ccc2c(n1)C(C)(C(=O)NC(C)C)CN(Cc1ccccc1)C2 (centres undefined) | 63µM* | ? | 35µM* | ? | 1%[88.5 µM] | -2%[172 µM] | -1
COc1cccc(NC(=O)CSc2nccn2Cc2ccc3c(c2)OCO3)c1 | . | 16% | . | 54%[activator] | . | . | 33
CCOC(=O)N1CCN(c2ncc3c(n2)CC(c2ccc(Cl)cc2)CC3=O)CC1 (centres undefined) | . | 9% | . | 32%[activator] | . | . | -4
